# Compound activity from PubChem BioAssay.
# PI4K2A block: blocks human PI4K2A kinase activity | purified PI4K2A, ADP-Glo luminescence, 1 h; active compounds read low | 420,000 compounds, 0.13% hits | Q9BTU6 | AID 1346378 | activity change, negative = inhibition, % at 76.9 µM; in the data active means activity change below about -50%; inconclusive means mostly about -30% to -49%;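 further: -100% = wells without enzyme as full effect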
#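 Compounds are screened against recombinant PI4K2A using PI as substrate and ATP, the latter dispensed at 300 microM. Reactions run one hour at ambient temperature before ADP-Glo detection; full inhibition defined by wells lacking enzyme.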
# Pin1 inh: blocks the human prolyl isomerase Pin1. Q13526. Pin1 FP peptide displacement, HiFluor488, 10 min. Potency, µM (titrated, usually from 115 µM), for inactives: top-dose activity, negative = inhibition, most hits filed as inhibitors. 390,000 compounds, 0.009% hits; active means well fitted inhibition curve with a large enough effect in the polarisation, with a control signal flat, not every such curve was filed as active; inconclusive means small, poorly fitted or top-dose-only effect, or effect the other way, or a change in a side signal; inactive means no such curve, though single readings can be large or run the other way; the % refers to the polarisation; further: potency means the concentration at half of the fitted maximal effect; on the % scale 0 is the no-effect control and ±100 the full control effect
# G9a inh: blocks human histone lysine methyltransferase G9a. 350,000 compounds, 8.8% hits. Potency, µM (doses to about 102 µM), for the others: at the top dose activity, negative = inhibition, usual class: inhibitors. G9a H3K9 monomethylation, AlphaScreen, 2 h; further: potency means the concentration at half of the fitted maximal effect; on the % scale 0 is the no-effect control and ±100 the full control effect; nearly all actives have a fitted effect of over 75% in size
#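 Step 1: enzyme (final 20 nM) with compound, 15 min RT. Step 2: substrate peptide 500 nM and SAM 20 uM, 2 h RT. Step 3: anti-H3K9me1 antibody and AlphaScreen beads, 10 min, then plate read.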
# GLS inh: glutaminase GLS (human) inhibition; 410,000 compounds, 0.21% hits; Potency, µM (doses to about 45.5 µM), inactives show at the highest dose activity change, negative = inhibition, actives largely listed as inhibitors; GLS enzymatic activity, qHTS titration; further: potency means the concentration at half of the fitted maximal effect; on the % scale 0 is the no-effect control and ±100 the full control effect
#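 Assay buffer: 45 mM KH2PO4 pH 8.2, 0.02% Tween-20. hKGA acts on L-glutamine (1 mM solution added); product glutamate is reported by an oxidase/peroxidase Amplex Red coupling, with fluorescence taken at baseline and 30 min.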
# Tb PGK inh: inhibitors of T. brucei phosphoglycerate kinase | PGK/GAPDH coupled, Kinase-Glo luminescence, 60 min | Potency, µM (top dose mostly 57.5 µM), for inactives: at the highest dose activity change, negative = inhibition, hits mostly inhibitors | 380,000 compounds, 0.043% hits | AID 602233; further: potency means the concentration at half of the fitted maximal effect; on the % scale 0 is the no-effect control and ±100 the full control effect; nearly all actives have a fitted effect of over 60% in size
#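 Luminescent ATP detection (Kinase-Glo Plus) follows a 60-minute room-temperature incubation, with wells lacking PGK as controls. Buffer: 100 mM TEA (pH 7.6), 5 mM MgCl2, 0.01% Tween-20. Coupling enzyme GAPDH (100 nM final) supplies unstable 1,3-BPG in-well.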
# ERG-DNA inh: inhibitors of human ERG Ets domain-DNA interaction; P11308; fluorescence polarization, His-ERG Ets domain / labelled DNA; Potency, µM (series often up to 76.9 µM), without a hit: at the top dose FP activity, negative = inhibition, most hits filed as inhibitors; 370,000 compounds, 0.028% hits; active means well fitted inhibition curve with a large enough effect in the polarisation, with a control signal flat; inconclusive means small, poorly fitted or top-dose-only effect, or effect the other way, or a change in a side signal; inactive means no such curve, though single readings can be large or run the other way; the % refers to the polarisation;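 further: polarization taken with two DNA probes labelled with fluorescein and Texas red; potency means the concentration at half of the fitted maximal effect; % of control where 0% means no effect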
#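 His-tagged ERG Ets domain (1 uM in the protein solution; 300mM KCl, 50mM Tris-HCl, 1mM EDTA, 1mM DTT, pH 7.5) received compound, then a probe mix of 5 nM fluorescein-DNA and 100nM Texas-615-DNA. Fluorescence polarization was read for both dyes.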
# JMJD2A Tudor: blocks the human JMJD2A Tudor domain. AID 504339. AlphaScreen JMJD2A-Tudor / H3K4me3 peptide binding. 390,000 compounds, 4.4% hits. Potency, µM (series often up to 114 µM), inactives show top-dose activity change, negative = inhibition, usual class: inhibitors. O75164; further: potency means the concentration at half of the fitted maximal effect; on the % scale 0 is the no-effect control and ±100 the full control effect; nearly all actives have a fitted effect of over 50% in size
# Target sequence (O75164 whole entry, looked up, the tested form may be a part): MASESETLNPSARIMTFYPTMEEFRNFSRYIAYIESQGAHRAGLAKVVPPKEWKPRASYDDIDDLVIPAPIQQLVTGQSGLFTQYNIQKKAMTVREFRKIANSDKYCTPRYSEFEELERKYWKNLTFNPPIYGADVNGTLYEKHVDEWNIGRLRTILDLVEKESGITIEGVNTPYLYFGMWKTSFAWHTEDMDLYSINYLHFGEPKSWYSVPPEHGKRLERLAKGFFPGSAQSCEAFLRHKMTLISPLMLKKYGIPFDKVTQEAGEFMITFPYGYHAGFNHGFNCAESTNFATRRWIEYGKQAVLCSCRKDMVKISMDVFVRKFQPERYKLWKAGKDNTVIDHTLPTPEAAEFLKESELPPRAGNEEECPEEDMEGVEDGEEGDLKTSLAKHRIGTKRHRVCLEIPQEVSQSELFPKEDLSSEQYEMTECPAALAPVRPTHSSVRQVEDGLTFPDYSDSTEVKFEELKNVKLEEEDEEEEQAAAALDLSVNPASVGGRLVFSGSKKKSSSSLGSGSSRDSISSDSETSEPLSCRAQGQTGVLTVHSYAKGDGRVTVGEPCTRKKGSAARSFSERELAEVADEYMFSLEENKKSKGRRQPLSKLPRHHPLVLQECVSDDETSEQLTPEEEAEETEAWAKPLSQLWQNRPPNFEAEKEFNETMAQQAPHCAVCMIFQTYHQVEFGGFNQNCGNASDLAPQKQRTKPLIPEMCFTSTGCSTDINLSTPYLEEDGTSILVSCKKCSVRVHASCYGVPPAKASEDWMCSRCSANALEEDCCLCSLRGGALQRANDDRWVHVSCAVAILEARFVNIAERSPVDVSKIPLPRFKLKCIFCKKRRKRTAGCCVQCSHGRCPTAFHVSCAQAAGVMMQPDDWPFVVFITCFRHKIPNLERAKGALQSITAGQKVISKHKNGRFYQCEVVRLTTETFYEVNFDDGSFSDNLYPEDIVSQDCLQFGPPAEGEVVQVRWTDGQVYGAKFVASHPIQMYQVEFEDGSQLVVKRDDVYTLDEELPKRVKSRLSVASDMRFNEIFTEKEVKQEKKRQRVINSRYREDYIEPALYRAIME
# BAZ2B inh: BAZ2B (human) inhibition; AlphaScreen BAZ2B-H3K14Ac peptide displacement; Q9UIF8; Potency, µM (doses to about 114 µM), without a hit: at the top dose activity change, negative = inhibition, most hits filed as inhibitors; AID 504333; 360,000 compounds, 4.4% hits; further: potency means the concentration at half of the fitted maximal effect; on the % scale 0 is the no-effect control and ±100 the full control effect; nearly all actives have a fitted effect of over 60% in size
#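 BAZ2B (50 nM) with biotin-H3(5-23)K14Ac peptide (50 nM) in PBS pH 7.4, 0.01% Tween-20, preformed 30 min, then compound 30 min at room temperature; top concentration 110uM. AlphaScreen streptavidin donor/nickel chelate acceptor beads (10 ug/mL final), 20 min dark, signal read.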
# HP1b chromo inh: HP1-beta chromodomain-methylated histone interaction inhibition; P83916; AlphaScreen HP1-beta / biotin-H3K9me3 peptide binding; Potency, µM (titrated, usually from 114 µM), without a hit: at the top dose activity change, negative = inhibition, most hits filed as inhibitors; 390,000 compounds, 0.56% hits; AID 540317; further: potency means the concentration at half of the fitted maximal effect; nearly all actives have a fitted effect of over 70% in size; inactives centre near 23
#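 Compound inhibition of the preformed complex between 50 nM HP1-beta and 50 nM biotinylated H3K9me3 peptide was read by AlphaScreen. Buffer was PBS pH 7.4 with 0.01% Tween-20. Incubations ran 30 min at room temperature, with 10 ug/mL donor/acceptor beads.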
# The depositor's hits bear a star; i = inactive; ? = inconclusive; · = not tested or not shown; & = joins results of further samples; [ ] = dose if it differs, or a comment. Unless noted, the call rests on the fitted dose curve; in most records, active means well fitted curve in the direction sought with a large enough effect; inconclusive means small, poorly fitted or top-dose-only effect, or another doubt; inactive means no such curve, though single readings can be large; an effect the other way counts as inactive or inconclusive.
SMILES,PI4K2A block,Pin1 inh,G9a inh,GLS inh,Tb PGK inh,ERG-DNA inh,JMJD2A Tudor,BAZ2B inh,HP1b chromo inh
CCN(C(=O)CSc1nnc(-c2ccco2)n1C)c1c(N)n(Cc2ccccc2)c(=O)[nH]c1=O,6,3%,?,0%,-8%,9%,-2%,11%,44%[activator]
COc1ccc(NC(=O)CSc2nncn2N)c(OC)c1,11,-6%,8%,-14%,-7%,1%,-13%,-26%,37%
COC(=O)CSc1nnc(CNC(=O)c2cccc(C)c2)n1-c1ccccc1OC,-3,-1%,-4%,6%,20%,-4%,-12%,1%,20%
Cc1ccc(S(=O)(=O)NCCC(=O)NCCCSc2ccccc2)cc1,1,1%,-9%[59 µM],0%,5%,11%,-16%,28%,50%[activator]
CC(C)CN(CC(C)C)C(=O)CS(=O)(=O)Cc1ccccc1,-4,-7%,?,1%,-8%,·,-20%,-3%,32%
CCOC(=O)N1CCC(NC(=S)Nc2ccc3nc(N4CCN(CC)CC4)cc(C)c3c2)CC1,2,1%,25µM*,31%[activator],2%,-7%,-18%[11.4 µM],?,16%
Cc1ccc[n+](C(C(=S)NCc2ccco2)=C([O-])c2ccccc2Cl)c1,-5,0%,·,6%,-1%,5%,-17%,·,14%
COc1ccccc1C(=O)OCc1c(F)cccc1Cl,-9,0%,166%[activator][59 µM],-8%,-1%,2%,63%[activator],70%[activator],107%[activator]
CC(CCc1ccccc1)NC(=O)CCc1cn(C)c2ccccc12 (stereo not drawn),2,0%,?,-11%,-14%,1%,?,?,33%
CN(C)c1oc(/C=C/c2ccc(F)cc2)nc1C#N,0,1%,-25%[59 µM],6%,·,2%,-3%,-9%,15%
CC(C(=O)Nc1ccccn1)N1C(=O)C2C3C=CC(C3)C2C1=O (stereo not drawn),0,0%,1%,6%,-3%,2%,-6%,0%,11%
Clc1ccccc1CSc1nncn2c1cc1occc12,2,16%,?,4%,-3%,-3%,-27%,?,5%
Cc1[nH]c(C)c(S(=O)(=O)N2CCN(c3cccc(C(F)(F)F)c3)CC2)c1C(=O)N1CCCCC1,-4,-4%,-40%[59 µM],-3%,-1%,3%,10%,?,36%
COc1cccc(NC(=O)Nc2ccc(C(C)(C)C)cc2)c1,1,4%,4%[12.7 µM],-5%,5%,14%,-3%,-10%,33%
CCOCCc1nnc(NC(=O)C(=O)c2cc(C)n(-c3ccc(Cl)cc3)c2C)s1,-2,?,-39%[59 µM],-10%,-16%,1%,-13%,-38%,41%[activator]
Cc1nnsc1-c1c(C(=O)O)c(C)nn1-c1ccc(OC(F)(F)F)cc1,2,-6%,·,12%,-1%,0%,-10%,0%,13%
CCc1ccc(NC(=O)CN(C)S(=O)(=O)c2ccc3[nH]c(=O)oc3c2)cc1,-3,5%,39%,-1%,i,14%,-1%,-13%,37%[activator]
CCCCC(CC)C(=O)Nc1cc(C(=O)NCCC)ccc1N1CCC2(CC1)CC(c1ccccc1)=NO2 (stereo not drawn),-1,4%,-7%,0%,-1%,-4%,-8%,-27%,16%
COC(=O)C1C(=O)C2=C(CC1C)Nc1ccccc1NC2c1ccc(C)s1 (stereo not drawn),-5,6%,1%,20%,-5%,-2%,-8%,-1%,26%
O=C1CC(N2CCN(c3ccc(S(=O)(=O)N4CCOCC4)cc3)CC2)C(=O)N1Cc1ccccc1 (stereo not drawn),12,-5%,0%[12.7 µM],3%,-3%,-3%,-20%,5%,9%

# Marked active in G9a inh, of those listed so far:
SMILES,PI4K2A block,Pin1 inh,G9a inh,GLS inh,Tb PGK inh,ERG-DNA inh,JMJD2A Tudor,BAZ2B inh,HP1b chromo inh
CCOC(=O)N1CCC(NC(=S)Nc2ccc3nc(N4CCN(CC)CC4)cc(C)c3c2)CC1,2,1%,25µM*,31%[activator],2%,-7%,-18%[11.4 µM],?,16%

# Next part.
SMILES,PI4K2A block,Pin1 inh,G9a inh,GLS inh,Tb PGK inh,ERG-DNA inh,JMJD2A Tudor,BAZ2B inh,HP1b chromo inh
COc1ccc(-n2c(SCC(=O)Nc3cccc(C)c3C)nc3c([nH]c4ccccc43)c2=O)cc1,-5,-2%,9%[59 µM],-9%,i,-2%,-7%,-4%,11%[57 µM]
CC(=O)c1c(C)[nH]c(C(=O)Nc2cccc(S(=O)(=O)N3CCCC3)c2)c1C,5,3%,·,7%,0%,0%,-32%,·,-5%
Cc1cccc2nc(-c3ccco3)c(Nc3ccc4c(c3)OCO4)n12,2&-3,-7%&16%,35µM*,0%&-1%,0%,5%&3%,45µM*,20µM*,?
COc1cc2cc(CCCOC(=O)c3ccc4c(c3)OCO4)oc(=O)c2cc1OC,0,0%,-5%[0.501 µM],6%,-8%,6%,-20%,2%,29%
COC(=O)NCC(c1cccnc1)N1CCN(c2ccccc2OC)CC1 (stereo not drawn),-4,2%,·,22%,-4%,12%,-16%,2%,31%
CCOc1ccc(CCNC(=O)c2cc3c(=O)n(C)c4ccccc4c3n2C)cc1,-2,30%,8%[59 µM],-2%,-5%,0%,-19%,-4%,25%
O=C(Cc1ccc(Br)cc1)N1CCN(c2ccccc2)CC1,-1,4%,0%[12.7 µM],23%,-5%,8%,-13%,-22%,-13%
CN(Cc1ccccc1)c1nc(N)c([N+](=O)[O-])c(Nc2cccc(F)c2)n1,-3,-5%,?,·,i,-5%,?,?,-26%
CCc1ccc(N(CC(=O)N2CCN(Cc3ccccc3)CC2)S(C)(=O)=O)cc1,3,2%,·,-9%,i,-3%,-9%,-13%,6%
CN1CCC(CO)(Cc2ccccc2)CC1,-3,-4%,-3%,1%,i,-10%,-13%,0%,37%
Cc1ccc(NC(=O)CSc2ncnc3ccccc23)cc1S(=O)(=O)N1CCOCC1,-4,12%,-22%,0%,i,-10%,-3%,-15%,33%
COc1ccc(C(=O)Nc2ncc3c(n2)CC(c2ccco2)CC3=O)cc1 (stereo not drawn),1,?,?,3%,2%,8%,-14%,-23%,12%
COc1ccc(N(C)C(=O)c2nn(-c3ccc(C)cc3)c(=O)n(C)c2=O)c(OC)c1,0,-2%,-11%[59 µM],-21%,-6%,-1%,-10%,-8%,20%[57 µM]
CCC1(C)Cc2c(C#N)c(N)n(-c3ccccc3)c(=S)c2CO1 (stereo not drawn),1,8%,3%,-7%,5%,-2%,-17%,-11%,20%
COc1ccccc1-n1c(SCC(=O)Nc2cccc3ccccc23)nc(O)cc1=O,-1,37%[activator],13%[59 µM],15%,-2%,-1%,-12%,-9%,27%
COc1ccccc1CC(=O)NC1CCCCCC1,0,-16%,?,0%,-3%,3%,-14%,-1%,32%
COCCn1c(SCC(=O)N2CCCC2)nnc1-c1ccoc1C,17,-4%,-46%,1%,0%,8%,7%,-1%,51%[activator]
CSc1nnc2n(-c3ccc(C)cc3)c(=O)c3c4c(sc3n12)COC(C(C)C)C4 (stereo not drawn),0,2%,13%,1%,-10%,-18%,-10%,11%,61%[activator]
Nc1ncnc(NCc2ccc(F)cc2)c1[N+](=O)[O-],0,-2%,12%,1%,-7%,2%,-13%,-9%,6%
CN(C(=O)COC(=O)C12CC3CC(CC(C3)C1)C2)c1c(N)n(Cc2ccccc2)c(=O)[nH]c1=O,0,·,-10%[2.33 µM],8%,-4%,-5%[15.4 µM],-14%,5%,4%

# Seven compounds already listed, sorted by the value under HP1b chromo inh, ascending.
SMILES,PI4K2A block,Pin1 inh,G9a inh,GLS inh,Tb PGK inh,ERG-DNA inh,JMJD2A Tudor,BAZ2B inh,HP1b chromo inh
CN(Cc1ccccc1)c1nc(N)c([N+](=O)[O-])c(Nc2cccc(F)c2)n1,-3,-5%,?,·,i,-5%,?,?,-26%
O=C(Cc1ccc(Br)cc1)N1CCN(c2ccccc2)CC1,-1,4%,0%[12.7 µM],23%,-5%,8%,-13%,-22%,-13%
CN(C(=O)COC(=O)C12CC3CC(CC(C3)C1)C2)c1c(N)n(Cc2ccccc2)c(=O)[nH]c1=O,0,·,-10%[2.33 µM],8%,-4%,-5%[15.4 µM],-14%,5%,4%
CC(C(=O)Nc1ccccn1)N1C(=O)C2C3C=CC(C3)C2C1=O (stereo not drawn),0,0%,1%,6%,-3%,2%,-6%,0%,11%
CC(CCc1ccccc1)NC(=O)CCc1cn(C)c2ccccc12 (stereo not drawn),2,0%,?,-11%,-14%,1%,?,?,33%
Cc1[nH]c(C)c(S(=O)(=O)N2CCN(c3cccc(C(F)(F)F)c3)CC2)c1C(=O)N1CCCCC1,-4,-4%,-40%[59 µM],-3%,-1%,3%,10%,?,36%
CN1CCC(CO)(Cc2ccccc2)CC1,-3,-4%,-3%,1%,i,-10%,-13%,0%,37%

# Remaining list, next part
SMILES,PI4K2A block,Pin1 inh,G9a inh,GLS inh,Tb PGK inh,ERG-DNA inh,JMJD2A Tudor,BAZ2B inh,HP1b chromo inh
O=C(CCl)N1CCCC1c1ccc2c(c1)OCCO2 (stereo not drawn),10,3%,-31%,1%,i,-6%,?,-37%,-18%[57 µM]
CCO[C@H]1OC(C(=O)N2CCN(Cc3ccccc3)CC2)=C[C@@H](c2ccccc2)[C@@H]1CCCO,0,1%,4%[59 µM],-2%,1%,-5%,-4%,-3%,27%
S=C(Nc1ccccn1)NC1CCCCC1,1,4%,-125%[12.7 µM],-13%,-6%,11%,-14%,?,17%
Cn1c(-c2ccccc2)cnc1SCC(=O)N1CCCc2ccccc21,0,11%,?,11%,0%,1%,?,45µM*,?
